# Assay outcomes: PubChem, several laboratories
# Rev-erbA mod – Rev-erb alpha (human) modulation; activity, % at 10 µM; P20393; AID 1259318; Rev-erbα–FITC-DNA binding, fluorescence polarization, 90 min; 370,000 compounds, 0.79% hits;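 active = activity above about 14%, limit read from the data; passing the limit was not always enough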;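 also: 0% = DMSO wells with 35 nM protein and 100% = DMSO wells with 750 nM protein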
# Target sequence (P20393 whole entry, looked up): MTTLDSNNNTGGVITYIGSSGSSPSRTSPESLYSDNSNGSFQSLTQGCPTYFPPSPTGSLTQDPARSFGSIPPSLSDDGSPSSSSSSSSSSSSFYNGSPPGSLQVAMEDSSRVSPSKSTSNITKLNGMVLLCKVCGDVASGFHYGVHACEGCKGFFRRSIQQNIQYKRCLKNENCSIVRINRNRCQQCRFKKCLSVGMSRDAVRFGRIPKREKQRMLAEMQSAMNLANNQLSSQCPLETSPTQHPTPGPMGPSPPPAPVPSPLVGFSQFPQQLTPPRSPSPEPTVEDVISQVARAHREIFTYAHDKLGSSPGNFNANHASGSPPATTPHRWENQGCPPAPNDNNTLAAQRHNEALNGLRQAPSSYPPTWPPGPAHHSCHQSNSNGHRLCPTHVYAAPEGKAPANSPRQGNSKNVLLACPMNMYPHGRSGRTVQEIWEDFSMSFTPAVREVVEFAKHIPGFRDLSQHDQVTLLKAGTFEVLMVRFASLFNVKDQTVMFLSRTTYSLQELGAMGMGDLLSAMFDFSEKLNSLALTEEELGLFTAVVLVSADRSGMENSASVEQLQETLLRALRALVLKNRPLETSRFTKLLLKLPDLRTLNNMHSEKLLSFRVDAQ
# DAX1 inh-1 – NR0B1 (DAX1) inhibition | P51843 | HEK293 Gal4-DAX1 luciferase reporter, luminescence | inhibition, % at 6.75 µM | 340,000 compounds, 0.99% hits | AID 504766;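 active = inhibition above the mean over all tested compounds plus 3 SD, cut at about 4.2% in these data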;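 also: 0% = DAX1-transfected cells with DMSO and 100% = empty-vector control cells with DMSO; inhibition shows as a rise in luminescence from relieved DAX1 repression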
# Target sequence (P51843 207-470 limits assumed): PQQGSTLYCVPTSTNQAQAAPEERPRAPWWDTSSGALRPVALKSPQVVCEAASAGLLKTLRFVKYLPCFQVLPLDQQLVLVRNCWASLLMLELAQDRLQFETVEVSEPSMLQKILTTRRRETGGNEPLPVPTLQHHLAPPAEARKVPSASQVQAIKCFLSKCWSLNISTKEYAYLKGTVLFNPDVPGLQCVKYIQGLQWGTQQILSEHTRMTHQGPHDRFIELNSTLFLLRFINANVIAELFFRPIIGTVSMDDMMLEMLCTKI
# sPLA2-III inh – Inhibits HGIII-sPLA2 liposome hydrolysis, primary screen; inhibition, % at 12.2 µM; 370,000 compounds, 0.56% hits; AID 743126; QFRET BODIPY PC-A2 liposome hydrolysis, fluorescence;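 active = inhibition above mean plus 3 SD of compounds lying within the high and low control bounds, cut at about 19% in these data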;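 also: 0% = median of test compound wells and 100% = no enzyme DMSO wells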
# GAA850 FXN act – increases GAA850 frataxin promoter reporter activity; HEK293 lucGAA850 FXN promoter luciferase reporter, 24 h; percent of 10 µM SAHA response; activation, % at 6 µM; 360,000 compounds, 0.56% hits; AID 540364;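 active = activation above the average of all compounds screened plus 3 SD, cutoff fixed separately per campaign, cut at about 7.5% in these data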;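 also: 0% = DMSO wells and 100% = 10 µM SAHA wells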
# hgDAF-12 ag – hgDAF-12 agonism, primary luciferase screen; HEK293 GAL4-hgDAF12 UAS-luciferase reporter, agonist luminescence; normalized to butyrate control; activation, % at 6.8 µM; 370,000 compounds, 1.8% hits;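 active = activation above a cutoff set at the mean of all screened compounds plus 3 SD, cut at about 10% in these data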;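 also: 0% = DMSO wells and 100% = sodium butyrate wells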
# SMARCA2 activ – SMARCA2 function activation, primary screen | 370,000 compounds, 1% hits | AID 652017 | MG213 cells, MMTV-luciferase reporter, dexamethasone, overnight | activation, % at 9.1 µM; in the data active = activation above about 7.8%;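 also: 0% = vehicle wells and 100% = reference activator wells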
# PLCb3 inh – PLC-beta3 (human) inhibition, primary screen | Q01970 | Purified PLC-beta3, fluorogenic substrate, fluorescence | inhibition, % at 12.2 µM | 370,000 compounds, 0.18% hits | AID 720704; in the data active = inhibition above about 11%;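 also: 0% = median of compound wells on plate and 100% = full blocker control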
# DAX1 inh-2 – inhibitors of DAX1 repression of SF-1 activated StAR promoter | HEK293T StAR-luciferase reporter, SF-1/DAX-1 repression relief | inhibition, % at 6.8 µM | 370,000 compounds, 1.1% hits | AID 652010;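 active = inhibition above the mean over all tested compounds plus 3 SD, cut at about 3.6% in these data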;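 also: 0% = DAX-1 cells with DMSO and 100% = cells lacking DAX-1 with DMSO; higher inhibition means more luminescence from relief of DAX-1 repression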
# PG9 Ab binder – PG9 antibody binding by small molecule. TR-FRET gp120-PG9 antibody binding. inhibition, % at 6.7 µM. 360,000 compounds, 0.43% hits. AID 624416; in the data active = inhibition above about 8.5%
# ssDAF-12 act – activators of S. stercoralis DAF-12 nuclear receptor | activation, % at 6.8 µM | HEK293 ssDAF-12/GRIP1 lit1-tk-luc reporter, luminescence; % of 3 µM dafachronic acid response | AID 652126 | 370,000 compounds, 1% hits;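 active = activation above the mean over all tested compounds plus 3 SD, cut at about 0.9% in these data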;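 also: 0% = DMSO-only wells and 100% = 3 µM delta7-dafachronic acid wells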
# hcDAF12 agonist – activates DAF-12 receptor from parasite H. contortus | 370,000 compounds, 1.4% hits | AID 652067 | activation, % at 6.8 µM | HEK293 hcDAF-12 lit1-tk-luc reporter, luminescence; 0% DMSO, 100% Δ7-dafachronic acid;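 active = activation above the mean of all tested compounds plus 3 SD, cut at about 5.5% in these data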;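 also: 100% = response to 3 µM Δ7-dafachronic acid high control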
# * marks the source's active call; other numbers are inactive results; . = not tested or not shown. The order is random. About 7% of those tested had a hit in this group.
# Start of the data: the first two entries, ahead of the listing:
1) Cc1nnsc1C(=O)NC1CCCc2c1cnn2-c1ccccc1F (centres undefined)
2) CCN1C(=O)[C@@H]2C(C(=O)c3cnccn3)=NN[C@@H]2C1=O
Compound	1	2
Rev-erbA mod	-8	6
DAX1 inh-1	-2.2	-0.4
sPLA2-III inh	1	10
GAA850 FXN act	-2.7	-0.3
hgDAF-12 ag	-5.0	-0.5
SMARCA2 activ	-5	-4
PLCb3 inh	-5	-1
DAX1 inh-2	-8.1	-0.1
PG9 Ab binder	-1.6	1.3
ssDAF-12 act	-2.0	-1.6
hcDAF12 agonist	-3.8	-0.6

# This part in full, repeating the preview:
1) Cc1nnsc1C(=O)NC1CCCc2c1cnn2-c1ccccc1F (centres undefined)
2) CCN1C(=O)[C@@H]2C(C(=O)c3cnccn3)=NN[C@@H]2C1=O
3) COCC1CN(CCc2ccc(F)cc2)S(=O)(=O)c2c(OCCN3C(=O)[C@@H]4[C@H](C3=O)[C@@H]3C=C[C@H]4C3)cccc2O1 (some centres undefined)
4) Cc1ccc(S(=O)(=O)N(c2ccccc2)C2CCS(=O)(=O)C2)cc1 (centres undefined)
5) CCCCNC(=S)NNC(=O)c1cccnc1
6) Cn1cnc([N+](=O)[O-])c1Oc1ccccc1
Compound	1	2	3	4	5	6
Rev-erbA mod	-8	6	0	2	-1	3
DAX1 inh-1	-2.2	-0.4	.	0.4	0.4	-0.5
sPLA2-III inh	1	10	-7	2	8	4
GAA850 FXN act	-2.7	-0.3	.	1.3	0.3	0.4
hgDAF-12 ag	-5.0	-0.5	-4.9	0.3	1.2	-1.8
SMARCA2 activ	-5	-4	-2	2	-3	1
PLCb3 inh	-5	-1	1	5	0	1
DAX1 inh-2	-8.1	-0.1	-4.0	-0.5	-0.8	-0.5
PG9 Ab binder	-1.6	1.3	2.1	-3.2	-0.3	1.1
ssDAF-12 act	-2.0	-1.6	-1.7	-0.9	-0.3	-0.3
hcDAF12 agonist	-3.8	-0.6	-0.7	-2.4	-1.1	-0.9

# Looked up by structure from the list above (5):
1) Cc1nnsc1C(=O)NC1CCCc2c1cnn2-c1ccccc1F (centres undefined)
5) CCCCNC(=S)NNC(=O)c1cccnc1
6) Cn1cnc([N+](=O)[O-])c1Oc1ccccc1
4) Cc1ccc(S(=O)(=O)N(c2ccccc2)C2CCS(=O)(=O)C2)cc1 (centres undefined)
2) CCN1C(=O)[C@@H]2C(C(=O)c3cnccn3)=NN[C@@H]2C1=O
Compound	1	5	6	4	2
Rev-erbA mod	-8	-1	3	2	6
DAX1 inh-1	-2.2	0.4	-0.5	0.4	-0.4
sPLA2-III inh	1	8	4	2	10
GAA850 FXN act	-2.7	0.3	0.4	1.3	-0.3
hgDAF-12 ag	-5.0	1.2	-1.8	0.3	-0.5
SMARCA2 activ	-5	-3	1	2	-4
PLCb3 inh	-5	0	1	5	-1
DAX1 inh-2	-8.1	-0.8	-0.5	-0.5	-0.1
PG9 Ab binder	-1.6	-0.3	1.1	-3.2	1.3
ssDAF-12 act	-2.0	-0.3	-0.3	-0.9	-1.6
hcDAF12 agonist	-3.8	-1.1	-0.9	-2.4	-0.6

# (listing goes on)
7) O=C1C(Cl)=C(NCc2cccnc2)C(=O)c2ccccc21
8) COCCNC(=O)c1cnn2c(C(F)(F)F)cc(-c3ccc(C)cc3)nc12
9) CCOC(=O)CCCNS(=O)(=O)c1c(C)ccc2nsnc12
10) CC(C)C(=O)Nc1ccc(C(=O)NN2C(=O)c3ccccc3C2=O)cc1
11) CCCCc1nc2sc3c(=O)[nH]c(=S)[nH]c3c2c2c1CCC2
12) COc1ccccc1C(=O)N/N=C/c1c[nH]c2ccccc12
Compound	7	8	9	10	11	12
Rev-erbA mod	-2	6	-3	4	-2	1
DAX1 inh-1	-0.4	-0.7	-1.2	-0.3	-0.2	-0.9
sPLA2-III inh	11	-4	3	2	9	-5
GAA850 FXN act	2.7	1.4	0.1	1.4	1.4	3.7
hgDAF-12 ag	-4.0	-0.7	-1.2	3.9	-2.1	6.3
SMARCA2 activ	2	-2	0	3	-2	0
PLCb3 inh	-12	-58	1	4	-7	-23
DAX1 inh-2	-0.9	-0.9	0.8	0.4	0.4	0.2
PG9 Ab binder	-9.0	-2.2	-1.6	-3.0	-0.5	-1.6
ssDAF-12 act	-0.4	-0.7	-0.3	-2.1	-1.7	1.4*
hcDAF12 agonist	-0.7	-0.4	-1.9	-1.5	-0.6	7.0*

13) CCOc1cc(/C=N/O)ccc1OCc1ccc(C)cc1
14) O=C(N/N=C/c1ccccn1)c1cc(-c2ccc(Cl)cc2)nc2ccccc12
15) COc1cccc(OCC(=O)N(Cc2nc(-c3ccc(Cl)cc3)no2)C(C)C)c1
16) COc1ccc(S(=O)(=O)N(CC(=O)N2CCCC2)Cc2ccccc2)cc1
17) O=C(OCc1nnc(-c2ccccc2Br)o1)c1ccco1
18) CN(CCO)C(=O)c1nc[nH]c1C(=O)N1CCN(c2ccccc2)CC1
Compound	13	14	15	16	17	18
Rev-erbA mod	1	1	-5	0	-5	-3
DAX1 inh-1	-0.2	-1.5	-0.6	-0.6	0.6	.
sPLA2-III inh	-12	-2	-22	-1	0	1
GAA850 FXN act	5.6	-1.9	-0.7	-1.1	0.1	.
hgDAF-12 ag	1.9	3.2	1.4	-0.3	0.4	1.8
SMARCA2 activ	2	5	-1	0	-3	-2
PLCb3 inh	-1	-7	-1	1	-7	3
DAX1 inh-2	0.5	-0.3	-0.3	0.1	-0.5	1.6
PG9 Ab binder	-1.3	0.6	3.8	-0.2	0.4	0.3
ssDAF-12 act	-1.6	-1.6	-1.8	-1.1	-1.2	-1.1
hcDAF12 agonist	0.0	0.0	-2.1	-2.1	-1.3	-0.3

19) COc1ccc(CC(=O)Nc2nc(-c3cccc([N+](=O)[O-])c3)cs2)cc1
20) O=S(=O)(NCc1ccco1)c1cccc(S(=O)(=O)N2CCOCC2)c1
21) COc1ccccc1C(CNC(=O)c1ccc(NS(=O)(=O)c2ccc(F)c(C)c2)cc1)N1CCCC1 (centres undefined)
22) CCOC(=O)C1=C(c2ccccc2)NC(N)=NC1c1ccc(OCc2ccc(Cl)cc2)c(OC)c1 (centres undefined)
23) COc1ccc(OC)c(/C=C/c2c([N+](=O)[O-])c(=O)n(C)c(=O)n2C)c1
24) Cc1cccc(NC(=O)CSc2nnc(-c3cccnc3)n2Cc2ccco2)c1C
Compound	19	20	21	22	23	24
Rev-erbA mod	-8	4	0	-4	-1	4
DAX1 inh-1	-0.5	-0.8	0.6	2.1	-0.2	.
sPLA2-III inh	-7	-2	-25	-14	-3	1
GAA850 FXN act	2.1	-2.0	-2.0	1.1	0.3	.
hgDAF-12 ag	1.7	0.9	1.1	-1.3	-0.9	2.6
SMARCA2 activ	0	-1	-2	1	4	-2
PLCb3 inh	-2	3	-13	-10	-2	0
DAX1 inh-2	-0.3	-0.4	0.9	0.8	-1.7	1.3
PG9 Ab binder	-3.2	-2.2	-1.0	-1.6	0.5	.
ssDAF-12 act	-1.9	-0.4	-1.2	-0.9	-1.6	-0.6
hcDAF12 agonist	-0.1	-0.6	0.2	-0.7	0.8	-1.6

25) O=C(Cn1ccc(=O)[nH]c1=O)c1ccc([N+](=O)[O-])o1
26) CCC(C)N(CC(=O)NCc1ccc(OC)cc1)C(=O)c1csnn1 (centres undefined)
27) Cc1cc(C(=O)COC(=O)C(C)NC(N)=O)c(C)n1Cc1ccco1 (centres undefined)
28) CCC(Sc1nc2c(c(=O)n1CC)SC(C)C2)C(=O)OC (centres undefined)
29) COC(=O)N/N=C/c1cc(C)n(-c2ccc(Br)cc2)c1C
30) Cc1ccc(NC(=S)N2CCC(c3nc4ccccc4s3)CC2)cc1C
Compound	25	26	27	28	29	30
Rev-erbA mod	-6	-5	-6	-2	-2	-4
DAX1 inh-1	0.3	-0.5	0.5	2.0	-2.2	-0.7
sPLA2-III inh	9	1	2	10	6	16
GAA850 FXN act	-2.9	0.7	3.9	0.0	0.1	-0.7
hgDAF-12 ag	-0.5	1.9	3.4	-2.2	-1.4	0.5
SMARCA2 activ	-2	4	7	2	0	-4
PLCb3 inh	-4	1	-42	-3	-14	-1
DAX1 inh-2	-2.1	0.2	1.0	-1.2	0.2	0.4
PG9 Ab binder	-1.6	0.2	0.1	-1.2	-1.3	-0.1
ssDAF-12 act	-0.4	-1.4	-1.2	-0.8	-2.0	-1.3
hcDAF12 agonist	-1.5	0.9	1.2	-2.2	-1.3	0.3

31) N#Cc1ccc2ccn(CC(=O)NC3CCCCCC3)c2c1
32) Nc1ccc(C(=O)OCc2ccncc2)cc1[N+](=O)[O-]
33) O=C(Cn1cc([N+](=O)[O-])cn1)NCCc1c[nH]c2ccccc12
34) CC(C)(C)NC(=O)NC(=O)COC(=O)c1ccco1
35) O=C(CCc1nnc2n(Cc3ccc(F)cc3)c(=O)c3ccccc3n12)N1CCN(c2ccccn2)CC1
36) Cc1cccc(CN2C(=O)N/C(=C/c3cc(C)n(-c4ccccn4)c3C)C2=O)c1
37) CCOc1nsc(OCC)n1
38) COc1ccc(/C=C/C(=O)OCC(=O)NC2CCCC2)cc1OC
39) CCOC(=O)c1ccc(NC(=S)N2CCCC(C(=O)N3CCCC3)C2)cc1 (centres undefined)
Compound	31	32	33	34	35	36	37	38	39
Rev-erbA mod	1	3	-1	3	-2	-2	-3	-3	3
DAX1 inh-1	0.8	2.3	-0.2	0.0	-1.3	-0.9	1.6	-2.3	0.0
sPLA2-III inh	1	0	-14	7	5	-12	-2	-1	4
GAA850 FXN act	-2.1	3.3	0.2	-0.5	-1.8	-0.4	0.0	-0.9	0.6
hgDAF-12 ag	-0.7	1.4	-0.5	-1.2	0.3	-1.1	-0.3	0.1	2.1
SMARCA2 activ	4	4	-3	-1	-3	1	0	-1	-2
PLCb3 inh	1	2	-1	1	-13	-54	-3	-78	-8
DAX1 inh-2	-0.2	-1.1	0.1	0.6	-1.4	-0.5	0.0	0.1	1.4
PG9 Ab binder	2.4	0.8	0.0	0.8	0.1	-0.1	-0.8	1.1	-1.7
ssDAF-12 act	-1.7	-1.9	-1.3	-1.1	-1.2	-1.5	-1.2	-1.5	-0.1
hcDAF12 agonist	-0.5	-0.2	-0.8	-0.8	-0.2	-1.2	-1.6	-0.9	-0.8
